High-throughput results (PubChem)
MRP reversal: reversal of MRP1-mediated doxorubicin resistance, primary screen, H69AR cells, doxorubicin co-treatment. actives 0.04% (n = 85,000). H69AR cells + 2 uM doxorubicin, CellTiter-Glo, 72 h. AID 602, 2007. differential viability (reversal), % at 10 µM;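 active means viability drop by adding the cancer drug above about 55%, with treated viability meeting a 40% cutoff, limit read from the data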;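 further: viability without doxorubicin minus viability with 2 µM doxorubicin for each compound; larger differential means the compound sensitizes cells more to doxorubicin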
PLAP inhibition: PLAP enzyme inhibitors, biochemical, luminescence, HTS (AID 690); Alkaline phosphatase, placental type (Homo sapiens); purified PLAP, luminescent substrate; higher % means a stronger effect; inhibition, % at 20 µM; hits with a dose series show IC50 in µM; actives 0.08% (n = 96,000); in the data active means a potency from the dose series; inactive means the rest, 99 in 100 with inhibition below about 30%; further: strong numbers were not always called active
Bcl-B displacement: displacers of TR3 peptide from Bcl-B, primary screen, selectivity assay for Bfl-1 inhibitor project, biochemical, fluorescence polarization; Bcl-2-like protein 10 (Homo sapiens); FP displacement of FITC-TR3 peptide from Bcl-B; higher % means a stronger effect; one-dose displacement, % at 20 µM; IC50 in µM for titrated hits; actives 0.11% (n = 96,000);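 active means displacement above 50% at 20 µM plus a fluorescence interference ratio under 1.5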;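 further: plate controls were wells without compound for no effect and wells lacking Bcl-B protein for full effect; a part of the inactive calls stands beside numbers as strong as those of hits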
IL1B NFkB inh: inhibitors of IL-1B driven NFkB p65 nuclear import, primary screen, imaging, HUVEC, IL-1B stimulus, high-content imaging; HUVEC IL-1B NFkB p65 nuclear translocation imaging; inhibition, % at 2 µM; actives 0.43% (n = 94,000); AID 796, 2007;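 active means inhibition above about 30% together with a positive call from visual inspection of the well image, limit read from the data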;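 further: nuclear over cytoplasmic p65 intensity ratio measured by imaging; 0% = IL-1B stimulated DMSO wells and 100% = unstimulated DMSO wells; values of inactives mirror those of a sister screen read the other way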
NFkB transloc pot: enhancers of NFkB p65 translocation in HUVEC – imaging, IL-1B stimulus, high-content imaging, primary screen; activation, % at 2 µM; HUVEC IL-1B NFkB p65 nuclear translocation imaging; actives 0.3% (n = 94,000); AID 819, 2007;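 active means activation above 40%, about the mean plus 3 SD, also judged a hit on visual image review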;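 further: percent activation is computed from the nuclear over cytoplasmic p65 intensity ratio; values of inactives mirror those of a sister screen read the other way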
MRP reversal cytotoxicity: further read-out of MRP reversal, marked with its call; viability, %; H69AR cells, CellTiter-Glo, 72 h; measured here: cytotoxicity without doxorubicin
MRP reversal with doxorubicin: also measured in MRP reversal; calls as there; viability, %; measured here: viability with 2 uM doxorubicin; hits give low values
IL1B NFkB inh cell count 2 µM: further read-out of IL1B NFkB inh, marked with its call; cell count; measured here: cells passing quality filter;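 raw number of nuclei counted in each imaged well without normalization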
NFkB transloc pot cell count 2 µM: also measured in NFkB transloc pot; calls as there; cell count; measured here: cells passing quality filter
The depositor's hits bear a star; . = no result given.

#	structure	MRP reversal	NFkB transloc pot	MRP reversal cytotoxicity	Bcl-B displacement	IL1B NFkB inh cell count 2 µM	IL1B NFkB inh	NFkB transloc pot cell count 2 µM	MRP reversal with doxorubicin	PLAP inhibition
1	CCCc1nc2sc3c(c2c(=O)n1NC(=O)CCCl)CCCC3	11	13	36	-25%	169	-13	169	25	-43%
2	COc1cc(NS(=O)(=O)c2ccc(N/C=C(\C=O)c3nc4cc(Cl)ccc4o3)cc2)nc(OC)n1	.	8	.	-11%	170	-8	170	.	-56%
3	CNC(=O)c1ccccc1-c1ccccc1	15	-13	97	-7%	163	13	163	82	0%
4	CCn1c(SCC(=O)Nc2ccc(C(=O)OC)cc2)nc2cccnc21	13	-3	83	.	108	3	108	70	.
5	CCOc1ccc(-c2nnn(CC(=O)Nc3cc(OC)cc(OC)c3)n2)cc1OCC	-13	-4	10	-3%	145	4	145	23	-12%
6	Cc1nc2ccccc2c(=O)n1NC(=O)Cc1ccc(Br)cc1	-6	-1	79	9%	132	1	132	85	3%
7	Cc1c(Cl)c([N+](=O)[O-])nn1CC(=O)NC1CCCCC1	.	17	.	9%	137	-17	137	.	4%
8	CC1CCC(C(C)C)C(OC(=O)CSc2n[nH]c(=O)[nH]c2=O)C1 (configuration not stated)	5	.	91	3%	.	.	.	86	-6%
9	CCOC(=O)c1cc(-c2ccccc2)sc1N	-2	-7	77	.	155	7	155	79	.
10	Cc1ccc2c(c1)c(C)c(C)n2CC(O)CN1CCCCC1C (configuration not stated)	5	.	83	7%	.	.	.	78	-68%
11	COc1ccccc1Nc1ncnc2ccccc12	9	-5	100	-5%	194	5	194	91	16%
12	CC(=NCc1ccco1)c1c(C(F)(F)F)[nH]n(-c2nc3ccccc3s2)c1=O	-16	11	63	5%	200	-11	200	79	14%
13	CC1=C(C(=O)NCc2ccccc2)C(c2ccccc2OCC(N)=O)NC(=O)N1 (configuration not stated)	6	5	102	0%	150	-5	150	96	-25%
14	Cc1oc2cc(O)ccc2c(=O)c1Oc1ccc2ccccc2c1	10	-3	93	-21%	128	3	128	83	-23%
15	CCOc1cc(NC(=O)c2cnccn2)c(OCC)cc1NC(=O)c1ccc(OC)cc1	-18	.	79	-18%	.	.	.	97	-2%

Sorted by formula weight (rising): 15 of the compounds above
#	structure	MRP reversal	NFkB transloc pot	MRP reversal cytotoxicity	Bcl-B displacement	IL1B NFkB inh cell count 2 µM	IL1B NFkB inh	NFkB transloc pot cell count 2 µM	MRP reversal with doxorubicin	PLAP inhibition
3	CNC(=O)c1ccccc1-c1ccccc1	15	-13	97	-7%	163	13	163	82	0%
9	CCOC(=O)c1cc(-c2ccccc2)sc1N	-2	-7	77	.	155	7	155	79	.
11	COc1ccccc1Nc1ncnc2ccccc12	9	-5	100	-5%	194	5	194	91	16%
7	Cc1c(Cl)c([N+](=O)[O-])nn1CC(=O)NC1CCCCC1	.	17	.	9%	137	-17	137	.	4%
10	Cc1ccc2c(c1)c(C)c(C)n2CC(O)CN1CCCCC1C (configuration not stated)	5	.	83	7%	.	.	.	78	-68%
14	Cc1oc2cc(O)ccc2c(=O)c1Oc1ccc2ccccc2c1	10	-3	93	-21%	128	3	128	83	-23%
8	CC1CCC(C(C)C)C(OC(=O)CSc2n[nH]c(=O)[nH]c2=O)C1 (configuration not stated)	5	.	91	3%	.	.	.	86	-6%
1	CCCc1nc2sc3c(c2c(=O)n1NC(=O)CCCl)CCCC3	11	13	36	-25%	169	-13	169	25	-43%
4	CCn1c(SCC(=O)Nc2ccc(C(=O)OC)cc2)nc2cccnc21	13	-3	83	.	108	3	108	70	.
6	Cc1nc2ccccc2c(=O)n1NC(=O)Cc1ccc(Br)cc1	-6	-1	79	9%	132	1	132	85	3%
13	CC1=C(C(=O)NCc2ccccc2)C(c2ccccc2OCC(N)=O)NC(=O)N1 (configuration not stated)	6	5	102	0%	150	-5	150	96	-25%
12	CC(=NCc1ccco1)c1c(C(F)(F)F)[nH]n(-c2nc3ccccc3s2)c1=O	-16	11	63	5%	200	-11	200	79	14%
5	CCOc1ccc(-c2nnn(CC(=O)Nc3cc(OC)cc(OC)c3)n2)cc1OCC	-13	-4	10	-3%	145	4	145	23	-12%
15	CCOc1cc(NC(=O)c2cnccn2)c(OCC)cc1NC(=O)c1ccc(OC)cc1	-18	.	79	-18%	.	.	.	97	-2%
2	COc1cc(NS(=O)(=O)c2ccc(N/C=C(\C=O)c3nc4cc(Cl)ccc4o3)cc2)nc(OC)n1	.	8	.	-11%	170	-8	170	.	-56%

Other compounds follow:
#	structure	MRP reversal	NFkB transloc pot	MRP reversal cytotoxicity	Bcl-B displacement	IL1B NFkB inh cell count 2 µM	IL1B NFkB inh	NFkB transloc pot cell count 2 µM	MRP reversal with doxorubicin	PLAP inhibition
16	COC(=O)c1cc(OC)c(OC)cc1NC(=O)c1ccc(C)o1	-7	-7	66	1%	196	7	196	73	-118%
17	COc1cccc(CN(CC(=O)NC2CCCC2)C(=O)Cn2nnc(-c3cccs3)n2)c1	12	-1	79	2%	159	1	159	67	-62%
18	COc1ccccc1NC(=O)CSc1ccc2nnc(-c3ccccn3)n2n1	0	.	72	7%	.	.	.	72	-7%
19	CN(C)C(=O)CCN1CCOCC1	6	2	95	-3%	164	-2	164	89	-6%
20	CCN(CC)S(=O)(=O)c1ccc(F)c(C(=O)NCCC(C)C)c1	39	3	64	.	94	-3	94	26	.
21	CCOCC(=O)Nc1nc2ccc(S(C)(=O)=O)cc2s1	4	1	72	-4%	176	-1	176	68	5%
22	CCNc1c2c3c(cccc3n(C)c1=O)C(=O)c1ccccc1-2	-20	-5	50	127%	107	5	107	70	10%
23	CC(=NCC1CCCO1)c1c(O)[nH]c(=O)[nH]c1=O (configuration not stated)	.	3	.	-3%	67	-1	67	.	9%
24	Cc1ccnc(NC2(C(F)(F)F)N=C(c3ccccc3)NC2=O)c1 (configuration not stated)	.	-8	.	1%	138	-7	139	.	9%
25	O=C(O)c1ccc(S(=O)(=O)N2CCCCCC2)cc1	15	-1	100	2%	137	1	137	85	-9%
26	Cc1ccc(NC(=O)CSc2nnc(-c3cnccn3)n2Cc2ccco2)cc1C	6	5	96	0%	168	-5	168	90	9%
27	Cc1oc(=O)c(NC(=O)c2cccc(Cl)c2)cc1C(=O)c1ccccc1	.	-3	.	-3%	145	3	145	.	2%
28	O=C(CSc1ncnc2ccccc12)N1CCCC1	0	20	88	16%	199	-20	199	89	15%
29	COC(=O)C1=C(C)N(C)C(C)=C(C(=O)OC)C1c1ccc(C(=O)OC)cc1	10	3	85	-9%	146	-3	146	76	8%
30	O=C(CSc1nnc(-c2c[nH]c3ccccc23)o1)N(Cc1ccccc1)c1ccc(F)cc1	-17	7	56	.	145	-7	145	73	.
31	C/C=C(\C)CN1CCc2cc(OC)c(OC)cc2C1	0	-22	97	3%	103	22	103	96	-68%
32	N#CCCN(CCC#N)c1nnc(-c2ccccc2)s1	6	11	91	0%	132	-11	132	85	-1%
33	CCOc1ccc2c(c1)-c1c(ssc1=S)C(C)(C)N2C	-34	2	32	13%	154	-2	154	67	33%
34	Cn1nc(-c2ccc(C(=O)Nc3cccc(Cl)c3)cc2)c2ccccc2c1=O	-2	-8	4	-11%	110	8	110	6	12%
35	CCOC(=O)c1ccc(NC(=O)CS(=O)(=O)c2cn(CC)c3ccccc23)cc1	.	-5	.	-9%	134	5	134	.	14%
36	CCN(CC)S(=O)(=O)c1cccc(NC(=O)C(=O)c2c(-c3ccccc3)cc3ccccn23)c1	.	9	.	-9%	174	-9	174	.	-21%
37	Cc1cc(C)n(CC(=O)n2c(C)c(C)c3ccccc32)n1	-5	4	95	.	79	-4	79	99	.
38	CCN(C(=O)c1coc(=O)c2ccccc12)c1cc(OC)ccc1OC	-7	0	84	-2%	99	0	99	91	0%
39	CCOC(=O)CSc1ccc(-c2nc3ccccc3[nH]2)cn1	0	15	79	-3%	105	-15	105	79	17%
40	CCOC(=O)c1c(N)sc(C(=O)N(C)C)c1CN1CCOCC1	.	-10	.	-7%	128	10	128	.	-30%
41	CCNC(=O)CC1SC(=Nc2ccccc2C)N(C)C1=O (configuration not stated)	.	4	.	.	90	-4	90	.	.
42	Cc1cccc(-c2noc(CCc3ccccc3)n2)c1	6	-13	98	-91%	177	13	177	91	6%
43	Cc1ccc(C(=O)N2CCN3C(=O)c4ccccc4C23c2ccc(Cl)cc2)cc1 (configuration not stated)	-28	16	33	-2%	107	-16	107	62	-58%
44	COc1ccc(NC(=O)C2CCCCN2S(=O)(=O)c2ccc(F)cc2)cc1 (configuration not stated)	-14	7	75	3%	58	-7	58	89	1%
45	Cc1cc(=O)oc2cc(NC(=O)C3COc4ccccc4O3)ccc12 (configuration not stated)	15	18	39	-38%	125	-18	125	24	59%
46	CCCc1cc(-c2[nH]ncc2-c2ccc3c(c2)OCCCO3)c(O)cc1O	-18	-9	77	-4%	191	9	191	96	-158%
47	CC(C)(C)NC(=O)C(=O)NNC(=O)C12CC3CC(CC(C3)C1)C2	.	-3	.	3%	106	3	106	.	-57%
48	CCOC(=O)C(NC(=O)c1cccnc1)(Nc1cccc(C)n1)C(F)(F)F (configuration not stated)	11	-15	96	9%	87	15	87	85	2%
49	CCSc1nnc(NC(=O)CN(C)S(=O)(=O)c2ccc(F)cc2)s1	-17	25	74	-1%	128	-24	128	91	-9%
50	O=C(Nc1ccccc1C(=O)NCc1ccco1)NC1CCCCC1	-16	10	90	1%	140	-10	140	105	9%
51	CCc1cccc(NC(=O)CCSCCC(=O)Nc2cccc(CC)c2)c1	8	25	97	-56%	71	-26	71	89	-9%
52	CC(C)OCCCNC(=O)C(=O)NCCCOC(C)C	.	-2	.	-4%	110	2	110	.	0%
53	c1ccc(-c2nnc(Cn3c4ccccc4c4nc5ccccc5nc43)o2)cc1	0	-3	11	.	115	3	115	11	.
54	Cc1cc(NC(=O)CSc2nc3sc4c(c3c(=O)n2C)CCCC4)no1	-6	1	85	2%	125	-1	125	91	4%
55	O=C(NCCN1C(=O)CSC1=O)c1ccccc1	9	7	96	-4%	85	-7	85	87	-12%
56	COc1ccc(-c2nnc(NC(=O)C(C)C)o2)cc1	6	-9	86	-10%	139	9	139	80	18%
57	Cc1nc(-c2ccccc2)nc2[nH]c(C(C)C)cc(=O)c12	-13	26	46	-5%	125	-26	125	59	-1%
58	Cc1onc(-c2ccccc2)c1C(=O)n1nnc2ccccc21	-1	0	60	-11%	151	0	151	61	9%
59	COc1ccc(NC(=O)CSc2nnc(N)s2)cc1	-5	-10	81	-2%	104	10	104	87	-4%
60	COc1ccc(C(=O)C(OC(=O)c2ccccc2)c2ccccc2)cc1 (configuration not stated)	.	4	.	-10%	185	-4	185	.	16%
61	O=C(CSc1nnc(Cc2cccs2)n1C1CCCCC1)N1CCCc2ccccc21	4	-4	34	-9%	142	4	142	30	-76%
62	Cc1c(-c2ccccc2)cn2c1-c1ccc(C)n1CC2	.	-15	.	3%	132	16	132	.	-8%
63	CN1CCN(S(=O)(=O)c2ccc(N3CCN(S(=O)(=O)c4cccs4)CC3)nc2)CC1	.	15	.	-63%	161	-16	161	.	-90%
64	Oc1cccc(Nc2nc(NCC3CCCO3)c3ccccc3n2)c1 (configuration not stated)	15	5	104	13%	105	-5	105	90	9%
65	CN(C)C(=O)Cn1c(SCC(=O)Nc2ccc3c(c2)OCO3)nc2ccccc21	7	6	90	.	130	-6	130	83	.
66	O=C(NC1CCCCC1NC(=O)c1cccs1)c1cccs1 (configuration not stated)	2	6	91	-10%	128	-6	128	89	-11%
67	CCCCn1c2nc3ccccc3nc2c2c(=O)n(CCC)cnc21	4	-6	65	1%	163	6	163	61	12%

Some of the compounds tested; count on the stated rates, not on these rows.
